High-throughput results as filed in PubChem.
GC-A act – GC-A stimulated cGMP production enhancers – HEK293 GC-A cells, cGMP TR-FRET, EC30 ANP, primary screen; 370,000 compounds, 0.14% hits; Atrial natriuretic peptide receptor 1 (Homo sapiens), P16066; activation, % at 10 µM; 0% at EC30 ANP, 100% saturating ANP; in the data active means activation above about 40%
PG9 Ab binder – binders of HIV-1 gp120 antibody PG9, primary screen, biochemical, TR-FRET | 360,000 compounds, 0.43% hits | TR-FRET gp120-PG9 antibody binding | inhibition, % at 6.7 µM | HIV-1 gp120 / PG9 antibody interaction; in the data active means inhibition above about 8.5%
DAX1 inh-1 – DAX1 (NR0B1) inhibitors, primary screen, cell-based, HEK293, Gal4-DAX1, luciferase luminescence | HEK293 Gal4-DAX1 luciferase reporter | 340,000 compounds, 0.99% hits | AID 504766, 2011 | inhibition, % at 6.75 µM | Nuclear receptor subfamily 0 group B member 1 (Homo sapiens), P51843;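 active means inhibition above the mean over all tested compounds plus 3 SD, cut at about 4.2% in these data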;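 further: 0% = DAX1-transfected cells with DMSO and 100% = empty-vector control cells with DMSO; inhibition shows as a rise in luminescence from relieved DAX1 repression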
Target sequence (P51843 207-470 limits assumed): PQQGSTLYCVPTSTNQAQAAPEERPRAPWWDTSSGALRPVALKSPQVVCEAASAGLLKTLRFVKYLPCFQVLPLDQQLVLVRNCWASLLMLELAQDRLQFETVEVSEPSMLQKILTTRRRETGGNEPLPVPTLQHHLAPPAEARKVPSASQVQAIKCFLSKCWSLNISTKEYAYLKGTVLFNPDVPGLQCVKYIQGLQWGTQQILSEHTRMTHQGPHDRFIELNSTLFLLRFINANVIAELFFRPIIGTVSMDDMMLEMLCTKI
DAX1 inh-2 – DAX1 (NR0B1) inhibitors on StAR promoter, primary screen, cell-based, luminescence, SF-1 (NR5A1), full-length DAX-1; HEK293T StAR-luciferase reporter, SF-1/DAX-1 repression relief; inhibition, % at 6.8 µM; 370,000 compounds, 1.1% hits; AID 652010, 2013;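 active means inhibition above the mean over all tested compounds plus 3 SD, cut at about 3.6% in these data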;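 further: 0% = DAX-1 cells with DMSO and 100% = cells lacking DAX-1 with DMSO; higher inhibition means more luminescence from relief of DAX-1 repression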
ssDAF12 agonist – S. stercoralis DAF-12 nuclear receptor activators, primary screen, cell-based, luminescence, HEK293, GRIP1 co-expression, lit1-tk-luc; HEK293 ssDAF-12/GRIP1 lit1-tk-luc reporter; % of 3 µM dafachronic acid response; activation, % at 6.8 µM; 370,000 compounds, 1% hits;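 active means activation above the mean over all tested compounds plus 3 SD, cut at about 0.9% in these data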;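 further: 0% = DMSO-only wells and 100% = 3 µM delta7-dafachronic acid wells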
ADAM17 inh – ADAM17 inhibitors, primary screen, biochemical, QFRET; recombinant ADAM17, EDANS/DABCYL FRET peptide cleavage; inhibition, % at 6.95 µM; 370,000 compounds, 0.83% hits;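 active means inhibition above the mean of compounds lying between control limits plus 3 SD, set per campaign, cut at about 8.5% in these data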;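 further: 0% = DMSO-only wells as the low control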
FXN GAA850 act – FXN promoter activators, primary screen, cell-based, luciferase luminescence, HEK293 lucGAA850 | activation, % at 6 µM | HEK293 lucGAA850 FXN promoter luciferase reporter, 24 h; percent of 10 µM SAHA response | AID 540364, 2011 | 360,000 compounds, 0.56% hits;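 active means activation above the average of all compounds screened plus 3 SD, cutoff fixed separately per campaign, cut at about 7.5% in these data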;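 further: 0% = DMSO wells and 100% = 10 µM SAHA wells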
hcDAF-12 act – H. contortus DAF-12 nuclear receptor activators, primary screen, cell-based, luminescence, HEK293, lit1-tk-luc reporter. HEK293 hcDAF-12 lit1-tk-luc reporter; 0% DMSO, 100% Δ7-dafachronic acid. 370,000 compounds, 1.4% hits. activation, % at 6.8 µM. AID 652067, 2013;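 active means activation above the mean of all tested compounds plus 3 SD, cut at about 5.5% in these data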;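 further: 100% = response to 3 µM Δ7-dafachronic acid high control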
ADAM10 inh – human ADAM10 inhibitors, primary screen, biochemical, QFRET, HTS; Disintegrin and metalloproteinase domain-containing protein 10 (Homo sapiens), O14672; recombinant ADAM10, EDANS/DABCYL FRET peptide cleavage, 3 h; inhibition, % at 7 µM; 370,000 compounds, 0.62% hits;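 active means inhibition above a per-campaign cutoff equal to the mean of compounds falling between control-based bounds plus 3 SD, cut at about 20% in these data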;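 further: 0% = DMSO wells while the 100% control is not disclosed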
Target sequence (O14672 214-748 limits assumed): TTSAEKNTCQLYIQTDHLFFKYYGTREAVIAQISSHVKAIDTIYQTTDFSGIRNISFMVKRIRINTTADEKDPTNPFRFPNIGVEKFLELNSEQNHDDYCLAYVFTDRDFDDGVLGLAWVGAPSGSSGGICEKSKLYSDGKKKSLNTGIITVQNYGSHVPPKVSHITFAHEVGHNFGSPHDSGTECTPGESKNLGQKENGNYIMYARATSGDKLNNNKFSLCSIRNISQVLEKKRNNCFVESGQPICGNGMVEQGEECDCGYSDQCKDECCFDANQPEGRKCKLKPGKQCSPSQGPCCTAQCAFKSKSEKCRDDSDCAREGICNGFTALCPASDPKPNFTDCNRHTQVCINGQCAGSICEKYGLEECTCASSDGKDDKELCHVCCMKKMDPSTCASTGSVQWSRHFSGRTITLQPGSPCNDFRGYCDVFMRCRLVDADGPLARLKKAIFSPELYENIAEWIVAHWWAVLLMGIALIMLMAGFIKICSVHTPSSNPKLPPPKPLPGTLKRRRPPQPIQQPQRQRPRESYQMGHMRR
hgDAF12 agonist – H. glycines DAF-12 receptor agonists, primary screen, cell-based, luminescence, HEK293, GAL4 fusion, UAS-luciferase; 370,000 compounds, 1.8% hits; Nuclear hormone receptor DAF-12 (Heterodera glycines), GAL4 fusion; HEK293 GAL4-hgDAF12 UAS-luciferase reporter, agonist luminescence; normalized to butyrate control; activation, % at 6.8 µM;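 active means activation above a cutoff set at the mean of all screened compounds plus 3 SD, cut at about 10% in these data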;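 further: 0% = DMSO wells and 100% = sodium butyrate wells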
SMARCA2 activ – SMARCA2 (BRM) function activators, primary screen, cell-based, luminescence, high throughput; activation, % at 9.1 µM; MG213 cells, MMTV-luciferase reporter, dexamethasone, overnight; AID 652017, 2013; 370,000 compounds, 1% hits; in the data active means activation above about 7.8%;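 further: 0% = vehicle wells and 100% = reference activator wells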
Starred values were filed as active, the others as inactive; i = inactive; x = not tested or not shown. Not a hit list, and some 6.8% of all compounds hit somewhere here.

SMILES	GC-A act	PG9 Ab binder	DAX1 inh-1	DAX1 inh-2	ssDAF12 agonist	ADAM17 inh	FXN GAA850 act	hcDAF-12 act	ADAM10 inh	hgDAF12 agonist	SMARCA2 activ
Cc1ccc(N(CC(=O)NCC(O)c2ccccc2)S(=O)(=O)c2ccc(C)cc2)cc1 (stereo not given)	-3	-1.7	2.8	0.7	-1.5	0	1.1	1.9	16	1.6	0
CC(C)c1nc2oc3c(N(C)CCO)ncnc3c2c2c1CCC2	8	0.3	-1.3	-0.5	-1.2	-4	0.8	-2.3	-6	-4.0	-2
CCCOC(=O)NC1CCS(=O)(=O)C1 (stereo not given)	-2	-0.1	-0.1	-0.5	-1.4	-6	1.2	-0.5	-16	-0.8	-3
Cc1ccc(C(C)C)cc1S(=O)(=O)NCc1cccnc1	-1	-0.9	0.1	0.0	-1.3	2	1.8	-1.3	9	1.5	3
CCCCCCNC(=O)CNC(=S)N(Cc1cccs1)C1CCCCC1	-9	-1.5	-0.6	0.0	-1.1	4	1.9	-2.6	12	-0.9	1
COC(=O)[C@H](C(C)C)N1Cc2nnn(CC3CCCCC3)c2-c2ccccc2S1(=O)=O	0	x	x	-0.3	-1.7	6	x	-3.1	12	-1.8	-1
COc1ccc(S(=O)(=O)Nc2ccccc2C(=O)N2CCOCC2)cc1C	-2	-1.0	-1.8	0.2	-0.9	-1	-0.7	-0.9	-4	-0.7	-2
C[C@H](CO)N1C[C@H](C)[C@@H](CN(C)C(=O)NC2CCCCC2)Oc2c(NC(=O)Nc3ccc(C(F)(F)F)cc3)cccc2C1=O	-7	-1.5	-0.7	-0.6	-1.0	-2	-6.9	-1.7	5	2.2	-2
CC1CCCCC1NC(=O)CN1C(=O)NC(Cc2ccccc2)(Cc2ccccc2)C1=O (stereo not given)	2	-0.6	1.9	-0.7	-0.6	-5	2.0	-0.3	2	-3.0	-3
CCCCN(CCCNC(=O)c1ccc2c(c1)NC(=O)CN2C)c1ccccc1	-2	-1.7	-0.7	-3.6	-2.0	2	-0.8	-2.4	-2	-5.5	-7
CCN(CC)C(=O)CSC1=Nc2ccccc2C2=NC(Cc3c[nH]c4ccccc34)C(=O)N12 (stereo not given)	-6	1.0	-0.1	0.3	-0.1	3	-1.2	1.1	-2	-1.8	-1
C[C@H](CO)N1C[C@H](C)[C@@H](CN(C)CC2CC2)Oc2c(NC(=O)C3CC3)cccc2C1=O	4	-1.0	0.8	-0.1	-0.7	-1	-0.5	-2.0	1	0.8	0
CC(C)NC(=O)c1ccc(CNC(=O)OCC(F)(F)F)cc1	-1	-2.0	1.8	-0.3	-0.7	2	-1.9	-0.8	6	-0.2	8
CC1CCN(Cc2c(C(=O)N3CCc4ccccc4C3)nc3ccc(Cl)cn23)CC1	-5	-1.4	-0.1	0.0	-0.7	-3	-0.5	1.6	-4	-3.8	5
O=C(CCNC(=O)c1ccc(Cl)cc1)Nc1ccccc1N1CCCC1	-3	-5.4	-0.5	1.8	-0.7	6	0.1	-0.7	7	-1.5	-2
COc1ccc(OCC(=O)N2CCN(C(=O)COc3ccccc3)CC2)cc1	-1	0.3	0.5	-0.5	-1.0	-2	0.6	-2.2	-2	-1.5	-2
Cc1cccc(C2Nc3ccccc3C(=O)N2CCc2ccccc2)n1 (stereo not given)	-13	3.6	-0.8	-0.5	-0.8	-466	-2.9	2.1	i	2.7	0
O=C(N=C1SC2CS(=O)(=O)CC2N1c1ccc(OC(F)(F)F)cc1)C1CC1 (stereo not given)	-5	-0.5	0.5	0.2	-1.2	-3	0.0	-0.5	-13	3.3	-1
Cc1ccc([C@@H]2CC=C(C(=O)O)[C@H](c3ccc(C(C)(C)C)cc3)N2S(=O)(=O)c2ccc(C)cc2)cc1	-2	-1.1	-1.0	2.3	-0.8	4	-2.1	-2.4	18	-4.4	-6
CC(=O)NCCn1c(SCC(=O)NCc2ccco2)nc2ccccc2c1=O	0	0.1	1.8	-0.2	-1.5	-4	2.1	-1.0	-6	1.2	-3
O=[N+]([O-])c1cccc(Oc2ncccc2[N+](=O)[O-])c1	-2	-1.3	2.0	-0.6	-1.5	0	0.8	-1.1	0	-0.9	0
O=c1nc2scc(-c3ccccc3)n2c2ccccc12	3	0.2	-0.4	-0.6	-1.4	-2	5.4	-0.9	-1	-1.2	2
COc1cccc(CN(C)CC(=O)NC(=O)NCc2ccco2)c1	0	-1.4	0.4	0.0	-1.6	0	0.5	-1.5	1	-1.6	1
COC(=O)c1c(NC(=O)CN2C(=O)NC3(CCC(C(C)(C)C)CC3)C2=O)sc2c1CCCCC2 (stereo not given)	-1	0.4	2.1	0.3	-1.1	4	1.6	0.1	11	-1.3	-2
Cc1ccc(-c2cc(C(F)(F)F)n3ncc(C(=O)N4CCCCC4c4cccnc4)c3n2)cc1 (stereo not given)	-5	-0.5	-0.3	-0.7	-1.3	-6	-0.1	-2.4	-6	-2.4	-1
CC1CCCC(C)N1C(=O)CSc1nnc(-c2c[nH]c3ccccc23)o1 (stereo not given)	1	1.3	-1.4	-0.6	-1.7	4	6.5	-2.7	9	0.5	2
COc1ccc(N2CCN(CC(O)COc3cc(C)cc(C)c3)CC2)cc1 (stereo not given)	3	-0.7	-1.7	-0.1	-1.2	-3	-1.1	-2.2	7	-1.4	-1
O=C(Cc1cc(C(F)(F)F)cc(C(F)(F)F)c1)Nc1c(-c2ccccc2)[nH][nH]c1=O	-1	-1.6	x	-1.7	-1.0	-2	x	-2.0	-2	0.0	-7
CC(=O)c1ccc(NC(=O)C(C)Sc2nnc(-c3ccncc3)n2C2CC2)cc1 (stereo not given)	0	-1.4	2.0	-1.5	-1.3	-1	-1.0	-1.1	-9	-0.1	1
CSCC(=O)NS(=O)(=O)c1ccc(C)cc1	4	-0.4	-0.5	0.0	-1.2	-3	0.8	-1.0	-3	0.7	1
COc1ccc(NC(=O)C2Cc3c(-c4ccccc4Oc4ccccc4)ccnc3O2)cn1 (stereo not given)	2	-1.2	x	-1.1	-2.4	5	-0.4	-2.9	9	-5.2	-3
Cc1ccnc2nc(C(=O)OCC(=O)c3c[nH]c4ccccc34)nn12	-2	-0.4	-0.8	0.0	0.3	-3	1.4	5.2	1	2.1	-3
COc1ccc(-c2noc(COc3ccc(Cl)c(C)c3)n2)cc1	3	-1.1	-0.2	-0.1	-1.3	-4	-4.7	-0.1	-12	-6.0	-2
CCOc1cc(C=C2C(=O)c3ccccc3C2=O)ccc1OCC(=O)Nc1ccc(C)cc1	17	0.5	-0.4	0.4	0.0	0	1.9	3.9	4	-0.4	-1
Cc1ccc(OCCCn2ccnc2)cc1C	2	-0.5	0.6	-0.2	-1.4	-3	0.0	-1.9	1	2.3	0
O=C(CCc1ccccc1)Nc1ccnn1C1CCN(Cc2ccc(OCCO)cc2)CC1	-2	-0.6	0.6	-0.3	-0.8	-3	-1.0	-1.2	-2	-2.4	-2
CC1(C)CC(NC(=O)c2cc(S(=O)(=O)N3CCCCC3)ccc2Cl)CC(C)(C)N1	0	-1.1	0.1	-0.3	-0.9	-4	1.1	-0.6	-10	0.0	-2
O=C(Cc1ccccc1)NCc1ccc(-n2cccc2)cc1	-4	-1.0	-1.1	-1.5	-2.0	0	2.8	-2.1	0	3.0	2
Cc1ccc(CNC(=O)C2CCCCN2S(=O)(=O)c2ccccc2)cc1 (stereo not given)	0	-0.1	-0.5	0.4	-0.9	3	-1.3	2.0	3	-0.1	-4
Cc1ccccc1C(=O)NNC(=O)c1ccc(F)cc1	0	-0.7	-0.2	-0.2	-0.5	-4	3.3	2.1	5	2.9	-2
C=CCNC(=O)COc1coc(CN2CCN(C(=O)c3ccco3)CC2)cc1=O	2	-0.2	-0.3	-0.1	-1.1	-6	-1.1	0.7	-7	-0.3	-1
COC(=O)c1cc(NS(=O)(=O)c2ccc(F)cc2)ccc1N1CCOCC1	0	-1.6	1.9	0.2	-1.6	-6	1.3	1.2	-9	2.9	-1
Cc1ccc(-n2cc(CN3CCC(CO)(Cc4cccc(C(F)(F)F)c4)CC3)cn2)cc1	-6	-2.8	-0.7	0.0	-1.7	1	-3.5	-1.1	6	-1.6	-2
O=C(CCC(=O)NNC(=O)c1ccccc1[N+](=O)[O-])NCc1ccccc1	-4	0.0	x	-0.4	-0.8	-3	4.6	-1.1	0	-0.6	-2
Cc1ccc(NNC(=O)c2ccc(Cl)cc2)nn1	2	-1.2	1.0	-0.5	-0.3	0	-0.6	1.5	-3	3.6	2
CCOC(=O)c1c(C)n(C)c2ccc(OCC(O)Cn3c(C)nc4ccccc43)cc12 (stereo not given)	6	0.6	-1.7	-2.1	-2.4	-1	-1.6	-2.9	4	-4.7	-4
O=C(CSc1n[nH]c(=O)n1Cc1ccco1)c1ccc(F)cc1	-4	-0.8	x	-0.7	-1.3	-4	1.9	-1.3	-4	-0.9	1
Cc1ccc(C(=O)N(C)Cc2ccc(N3CCOCC3)cc2)cc1S(=O)(=O)NCc1ccccc1	0	-2.9	-0.3	-3.1	-1.5	-3	1.9	-1.7	7	-3.5	-1
CCOc1ccc(N(CC(=O)NCCc2ccccc2)S(=O)(=O)c2ccccc2)cc1	-5	-0.8	-0.7	0.0	-1.3	-2	0.1	-0.1	3	-0.2	-2
Cc1cc2c(nc1C)CCCN2Cc1ccc(Br)cc1	3	-1.7	x	-0.9	-0.4	-33	x	3.4	-86	1.0	-6
CCCS(=O)(=O)N1CCN=C1SCc1ccc(F)cc1	1	1.1	0.3	-0.5	-0.4	-2	1.6	0.5	3	0.1	-1
Cc1ccc(C(=O)OC(C)CN2CCN(C)CC2)cc1 (stereo not given)	-1	-0.3	-0.6	-0.2	-0.2	1	2.9	-1.3	2	0.5	0
O=C(N/N=C/c1ccc(O)c(O)c1)c1cc(-c2ccccc2)nc2ccccc12	-2	-2.0	1.0	0.3	-0.8	6	0.8	-1.4	14	-1.2	-1
